Source: PubChem (several laboratories)
KCNQ1 inh: blocks the human KCNQ1 potassium channel. P51787. CHO-K1 KCNQ1, FluxOR thallium flux fluorescence; stronger effect = higher value. B-score at 10 µM. 1.3% of 310,000 active. AID 2642;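 active = compounds whose thallium flux B-score, printed positive for inhibition, exceeds three library SD while starting fluorescence stays within three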;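 note: channel opened by potassium depolarization with thallium stimulus after 20 min compound exposure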
KCNQ1 act: human KCNQ1 channel potentiation or activation; P51787; B-score at 10 µM; CHO-K1 KCNQ1, thallium flux FluxOR fluorescence; stronger effect = higher value; AID 2648; 0.35% of 310,000 active;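 active = fluorescence ratio B-score, a plate-corrected score, at least three library SD, with initial intensity B-score within 5 SD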
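Medium – assay buffer, equal DMSO in all wells · Material – CHO-K1 cell line with stable KCNQ1 potassium channel expression · Signal – kinetic FluxOR thallium fluorescence, 10-s 1-Hz baseline, 110-s post-stimulus read · Compound – single concentration per compound, DMSO matched to controls · Schedule – 37 °C overnight plating, 90-min dark dye load, 20-min compound pretreatment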
TMEM16A inh: mouse TMEM16A channel inhibition, primary screen; Q8BHY3; normalized B-score (activity score, 25-100; higher = stronger inhibition) at 10 µM; HEK293 TMEM16A/YFP iodide influx fluorescence, ionomycin; AID 588511; 1.2% of 310,000 active;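 active = ratio plate-corrected score three or more library SD toward inhibition, starting fluorescence score within five deviations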;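 note: score derived from kinetic fluorescence span divided by baseline fluorescence per well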
RGS4 act: potentiators or activators of RGS4. HEK293 M3R/inducible RGS4, carbachol calcium flux Fluo4; stronger effect = lower value. B-score at 10 µM. 0.92% of 310,000 active. AID 463111;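 active = B-score of the integrated calcium signal more than 4 SD below the library mean, with starting fluorescence not abnormally high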;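 note: negative B-score means reduced calcium response which marks RGS4 activation or potentiation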
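Material: M3R-expressing HEK293 line, RGS4 induced by doxycycline | Schedule: Overnight RGS4 induction, 30 min dye load 37 °C, 20 min compound RT | Measured by: Fluo4 fluorescence kinetic imaging of calcium | Read-out: Integrated calcium ratio converted to B score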
KCNK9 block: blocks the human KCNK9 two-pore domain potassium channel; Q9NPC2; AID 488922; HEK293 KCNK9, FluxOR thallium flux fluorescence; stronger effect = lower value; 1.2% of 310,000 active; B-score at 10 µM;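 active = ratio B-score over 3 SD below the library mean, with starting fluorescence within 5 SD of its mean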;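 note: negative B-score means less thallium flux so channel inhibition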
ANO1 activ: activates or potentiates the mouse TMEM16A chloride channel | Q8BHY3 | HEK293 TMEM16A/YFP-H148Q/I152L, iodide quench fluorescence; stronger effect = lower value | B-score at 10 µM | 0.3% of 340,000 active;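 active = fluorescence-ratio B-score plate-corrected deviation score at least 3 library SD below zero, with starting fluorescence score within 5 deviations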;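 note: channel opened by trigger with iodide after compound preincubation; score built on the fluorescence ratio of max minus min over baseline; more negative score means more quench and so TMEM16A activation or potentiation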
hERG rescue: hERG (human) protection from proarrhythmic block | CHO-hERG, FluxOR thallium flux, dofetilide IC70 present | activation (rescue from dofetilide block), less the hit threshold, % at 10 µM | 0.51% of 310,000 active;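 active = activation above the mean of controls blocked by dofetilide plus 5 SD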;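 note: thallium influx through hERG after potassium depolarization seen as dye fluorescence rise; in these data hits start at about 4.7%; inactives centre near -7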
Target sequence (Q12809 whole entry, looked up): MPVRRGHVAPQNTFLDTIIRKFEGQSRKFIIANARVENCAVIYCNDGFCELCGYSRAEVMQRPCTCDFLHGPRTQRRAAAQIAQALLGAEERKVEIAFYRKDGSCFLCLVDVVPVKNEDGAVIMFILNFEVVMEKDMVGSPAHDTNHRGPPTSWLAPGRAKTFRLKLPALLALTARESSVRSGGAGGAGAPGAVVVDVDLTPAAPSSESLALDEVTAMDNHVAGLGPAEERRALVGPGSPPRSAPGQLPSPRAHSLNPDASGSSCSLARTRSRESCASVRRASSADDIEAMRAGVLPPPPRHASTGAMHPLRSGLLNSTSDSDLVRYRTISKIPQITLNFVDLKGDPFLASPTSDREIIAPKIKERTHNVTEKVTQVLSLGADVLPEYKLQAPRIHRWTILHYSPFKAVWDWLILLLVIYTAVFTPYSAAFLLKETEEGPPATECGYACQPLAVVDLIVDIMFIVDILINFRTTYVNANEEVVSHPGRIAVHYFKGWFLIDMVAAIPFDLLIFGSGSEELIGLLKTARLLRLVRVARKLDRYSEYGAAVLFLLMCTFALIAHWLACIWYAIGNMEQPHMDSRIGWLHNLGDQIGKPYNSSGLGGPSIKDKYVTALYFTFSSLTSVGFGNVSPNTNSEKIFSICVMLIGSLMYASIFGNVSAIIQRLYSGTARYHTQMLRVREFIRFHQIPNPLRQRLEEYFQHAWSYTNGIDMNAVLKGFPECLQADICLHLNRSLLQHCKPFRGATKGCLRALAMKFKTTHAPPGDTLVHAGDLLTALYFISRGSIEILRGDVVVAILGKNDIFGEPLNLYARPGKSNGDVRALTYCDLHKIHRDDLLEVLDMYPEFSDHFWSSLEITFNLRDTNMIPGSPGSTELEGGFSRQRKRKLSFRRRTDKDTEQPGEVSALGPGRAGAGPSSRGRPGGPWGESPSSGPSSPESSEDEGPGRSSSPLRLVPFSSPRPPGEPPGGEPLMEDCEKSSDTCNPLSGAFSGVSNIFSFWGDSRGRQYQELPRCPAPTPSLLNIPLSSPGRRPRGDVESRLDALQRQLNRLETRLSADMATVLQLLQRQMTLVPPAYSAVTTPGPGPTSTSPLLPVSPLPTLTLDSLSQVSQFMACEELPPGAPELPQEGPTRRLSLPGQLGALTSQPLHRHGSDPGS
RGS4 block: human RGS4 inhibition. P49798. HEK293 M3R/RGS4 inducible, Fluo-4 calcium flux; stronger effect = higher value; triggered by carbachol at its EC20. B-score at 10 µM. 0.45% of 310,000 active;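 active = B-score, a plate-corrected calcium signal, over three deviations above library mean, with baseline fluorescence within five deviations of library mean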;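 note: RGS4 expression induced by doxycycline in cells with stable M3 receptor; B-score is computed from the integrated fluorescence ratio over baseline after carbachol; higher B-score means a larger calcium signal and so more RGS4 inhibition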
KCNK3 block: human KCNK3 channel inhibition, primary screen. B-score at 10 µM. O14649. CHO-KCNK3 thallium flux, FluxOR fluorescence; stronger effect = lower value. 0.84% of 340,000 active;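 active = B-score under library mean minus 4 SD, starting fluorescence ratio at most library mean plus 5 SD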;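 note: more negative B-score means stronger inhibition of thallium flux through KCNK3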
SKKanGAS inh: SKKanGAS growth inhibition | inhibition, % at 7.5 µM | S. pyogenes SKKanGAS, kanamycin growth, BacTiter-Glo, 6 h | 1.3% of 300,000 active | AID 1662;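 active = mean replicate score, as percent of positive control median, at least 50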;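 note: strain carries kanamycin resistance gene driven by streptokinase promoter and grows in 40 µg/ml kanamycin; loss of luminescence reflects streptokinase promoter inhibition or plain growth inhibition; 0% = median of DMSO wells and 100% = positive control at its reference dose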
HDAC3 inhib: inhibitors of human histone deacetylase 3. 0.15% of 320,000 active. inhibition, % at 8.3 µM. O15379. recombinant HDAC3, fluorogenic peptide/trypsin coupled, fluorescence; in the data active = inhibition above about 26%, passing the limit was not always enough
* marks the source's active call; other numbers are inactive results; i = inactive; x = not tested or not shown. Random draw from the library; any-hit rate near 6.3%.

Under each structure: KCNQ1 inh, KCNQ1 act, TMEM16A inh, RGS4 act, KCNK9 block, ANO1 activ, hERG rescue, RGS4 block, KCNK3 block, SKKanGAS inh, HDAC3 inhib
1: CCCOC(=O)C1=C(C)NC2=C(C(=O)CC(C)(C)C2)C1c1cccnc1 (stereo not given)
 : i, i, i, i, i, i, -2.5, i, i, -16.8, -17.9
2: O=C(C1=C[C@H](c2ccc3c(c2)OCO3)C[C@H](OCc2ccc(CO)cc2)O1)N1CCOCC1
 : i, i, i, i, i, i, -5.7, i, i, 5.1, -13.4
3: O=C(OC1CCCCC1)c1cc2ccccc2oc1=O
 : i, i, i, i, i, i, -0.8, i, i, -5.4, 2.5
4: Cc1ccc(C(=O)C(C)OC(=O)Cc2n[nH]c(=O)c3ccccc23)cc1 (stereo not given)
 : i, i, i, i, i, i, -7.9, i, i, 10.6, 8.4
5: CC(NC(=O)c1ccco1)c1ccc(-n2ccnc2)cc1 (stereo not given)
 : i, i, i, i, i, i, -8.7, i, i, 5.3, 9.9
6: Nc1nc2c(nc(N3CCCCC3)n2[C@@H]2O[C@H](CO)[C@@H](O)[C@H]2O)c(=O)[nH]1
 : i, i, i, i, i, i, -3.0, i, i, 1.2, 0.9
7: CCOc1nc(NC(=O)NS(=O)(=O)Oc2ccccc2Cl)nc(-c2ccccc2)n1
 : i, i, i, i, i, i, -11.7, i, i, 0.6, 2.6
8: COC(=O)/C=C1/SC(=NC(=O)c2ccc(Cl)cc2)NC1=O
 : i, i, i, i, i, i, -5.2, i, i, -4.6, x
9: COc1ccc(CN(C#N)c2nc(C)cc(C)n2)cc1
 : i, i, i, i, i, i, -2.9, i, i, -2.9, -0.7
10: O=[N+]([O-])c1ccc(CSC2=NCCS2)cc1
 : i, i, i, i, i, i, -9.0, i, i, -1.0, 1.2
11: COc1ccc(N2CCN(C(=O)c3ccc(C)cc3Cl)CC2)cc1
 : i, i, i, i, i, i, 1.8, i, i, -1.8, -3.8
12: Cc1cc(/C([O-])=C(/C(=S)Nc2ccccc2)[n+]2ccccc2)c(C)n1-c1ccccc1
 : i, i, i, i, i, i, -5.9, i, i, 0.7, -5.0
13: OCC1(Cc2cccc(Cl)c2)CCCN(Cc2ccc(F)c(F)c2)C1 (stereo not given)
 : i, i, i, i, i, i, -12.7, i, i, 28.6, 10.3
14: Cc1nn(CC2CC2)c(=O)n1-c1ccc(Cl)cc1
 : i, i, i, i, i, i, -1.7, i, i, -1.7, -10.6
15: Nc1ccc(Oc2ccc3nc(-c4ccccc4)c(-c4ccccc4)nc3c2)cc1
 : i, i, i, i, i, i, -9.6, i, i, 0.6, 3.4
16: CCn1ccnc1CN1CCc2c([nH]c3ccccc23)C1C1CCCCC1 (stereo not given)
 : i, i, i, -7.57*, i, i, -11.0, i, i, 78.5*, -3.2
17: Cc1ccc(C)c(N2CCN(C(=O)C3CCN(c4nnc(N5CCCC5=O)s4)CC3)CC2)c1
 : i, i, i, i, i, i, -8.1, i, i, 6.9, -0.5
18: CCNC(=O)/C(=C/c1ccc2c(c1)OCO2)NC(=O)c1ccc(Br)cc1
 : i, i, i, i, i, i, -6.2, i, i, -2.5, 3.2
19: Oc1ccc(/C=N/NC(=S)NCCN2CCOCC2)c(O)c1
 : i, i, i, i, i, i, -0.8, i, i, -1.8, 4.3
20: C/C(=N\O)c1ccc(Cl)cc1Cl
 : i, i, i, i, i, i, -3.2, i, i, -0.6, -1.9
21: CCCc1cc(C(=O)NCCc2ccccc2)no1
 : i, i, i, i, i, i, -10.5, i, i, -1.4, -2.4
22: O=C(Nc1ccc2c(c1)OCO2)N1CCC(CO)(CC2CCCCO2)CC1 (stereo not given)
 : i, i, i, i, i, i, -11.2, i, i, 6.9, -1.2
23: CC(C)Oc1cccc(-c2nnc(SCC(=O)Nc3ccc4c(c3)OCCO4)n2N)c1
 : i, i, i, i, i, i, -18.5, i, i, 3.0, 2.8
24: COc1ccc(S(=O)(=O)n2cccc2)c(OC)c1
 : i, i, i, i, i, i, -8.2, i, i, -2.6, 1.2
25: CCc1ccc(CNC(=O)c2ccc(OC3CCN(C(=O)COC)CC3)cc2)nc1
 : i, i, i, i, i, i, -2.2, i, i, -2.0, -2.4
26: COc1ccc(NC(=O)Cn2cccc2)cc1Cl
 : i, i, i, i, i, i, -13.2, i, i, 4.8, 5.2
27: O=[N+]([O-])c1ccccc1Oc1ccccc1Cl
 : i, i, i, i, i, i, -13.8, i, i, -3.3, -5.4
28: Nc1nc(-c2ccccc2)c(-c2ccccc2)s1
 : i, i, i, i, i, i, -6.7, i, i, 7.7, 3.0
29: CCCN(CC(=O)Nc1ccc(Cl)cc1Cl)C(=O)c1ccc(=O)[nH]c1
 : i, i, i, i, i, i, -11.9, i, i, -2.2, -3.0
30: CC(=O)c1ccc(NC(=O)CO/N=C(\C)c2cccs2)cc1
 : i, i, i, i, i, i, -11.3, i, i, -1.9, -5.3

The list continues:
Under each structure: KCNQ1 inh, KCNQ1 act, TMEM16A inh, RGS4 act, KCNK9 block, ANO1 activ, hERG rescue, RGS4 block, KCNK3 block, SKKanGAS inh, HDAC3 inhib
31: CC(CN1CCCCC1)NC(=O)c1cccs1 (stereo not given)
 : i, i, i, i, i, i, -1.4, i, i, -0.6, 7.6
32: Cc1ccc(S(=O)(=O)NC(C)(C)CSc2nnc(N)s2)cc1
 : i, i, i, i, i, i, -3.4, i, i, -2.6, 2.9
33: CCS(=O)(=O)N1CCC2(CC1)OCCN2S(=O)(=O)c1ccc(C)cc1
 : i, i, i, i, i, i, -8.1, i, i, -4.5, -5.6
34: Cn1c(-c2cccc(Br)c2)cnc1NCc1cccnc1
 : i, i, i, i, i, x, -10.4, i, i, 13.4, -2.9
35: O=C(NNS(=O)(=O)c1ccccc1)c1cccs1
 : i, i, i, i, i, i, -13.1, i, i, -6.0, x
36: COc1cc(/C=N/NC(=S)Nc2cccnc2)cc(OC)c1O
 : i, i, i, i, i, i, -5.2, i, i, -0.2, -1.8
37: O=C(Nc1cccc(F)c1)c1ccc(S(=O)(=O)N2CCCC2)cc1
 : i, i, i, i, i, i, -15.6, i, i, -1.4, 3.0
38: O=C(COc1cccc2c1CCNC2=O)Nc1cccc(C(F)(F)F)c1
 : i, i, i, i, i, i, -5.4, i, i, -5.3, -12.8
39: Cc1c(C(=O)N2CCN(S(=O)(=O)c3ccc(F)cc3)CC2)oc2ccccc12
 : i, i, i, i, i, i, -10.7, i, i, -12.0, 12.3
40: CN=C1S/C(=C\c2ccc(OCC(=O)OC)c(OC)c2)C(=O)N1C
 : i, i, i, i, i, i, -6.7, i, i, 2.4, 4.7
41: Cc1ccccc1OCCSc1nnc(-c2cccnc2)n1N
 : i, i, i, i, i, i, -2.3, i, i, 15.5, 3.5
42: CCOC(=O)CS(=O)(=O)c1nc(-c2ccc(F)cc2)cc(C(F)(F)F)n1
 : i, 9*, i, i, i, i, -26.0, i, i, -2.3, 9.8
43: NC(=O)NCc1cccnc1
 : i, i, i, i, i, i, -5.9, i, i, 16.6, 3.5
44: CCC(C)c1ccc(OCC(=O)Nc2ccc3[nH]c(=O)[nH]c3c2)cc1 (stereo not given)
 : i, i, i, i, i, i, -7.3, i, i, 1.2, 6.6
45: CCOC(=O)c1c(C)[nH]c(C(=O)COC(=O)C23CC4CC(CC(Cl)(C4)C2)C3)c1C
 : i, i, i, i, i, i, -15.0, i, i, 27.2, 16.8
46: CCCCNC(=O)COC(=O)CCC(=O)c1ccc(F)cc1
 : i, i, i, i, i, i, -7.8, i, i, 2.9, -2.5
47: O=C(Cc1ccc(Cl)cc1)Nc1cccc(S(=O)(=O)Nc2ccccc2F)c1
 : i, i, i, i, i, i, -17.5, i, i, 9.8, 2.4
48: Cc1nc(CS(=O)(=O)c2ccccn2)sc1C(=O)NNC(=O)c1ccc(Cl)cc1
 : i, i, i, i, i, i, -7.1, i, i, -2.7, 8.6
49: Cc1cc(NC(=O)Cc2ccccc2)no1
 : i, i, i, i, i, i, -6.0, i, i, -7.8, 0.8
50: O=C(c1ccc(F)cc1)N(NC(=O)C(O)(c1ccccc1)c1ccccc1)c1ccccc1
 : i, i, i, i, i, i, -8.0, i, i, 5.2, 14.9
51: O=S(=O)(c1cccs1)N1CCN(c2ccccn2)CC1
 : i, i, i, i, i, i, -9.7, i, i, 1.9, 1.8
52: Cc1ccc(S(=O)(=O)N/N=C/c2ccc(O)c(O)c2)cc1[N+](=O)[O-]
 : i, i, i, i, i, i, -6.5, i, i, 0.4, -0.3
53: CCOC(=O)c1c(N)sn(-c2ccccc2C)c1=S
 : i, i, i, i, i, i, -6.7, i, i, -0.9, 2.1
54: O=C(CN1C(=O)CSC1=O)Nc1ccc(N2CCOCC2)cc1
 : i, i, i, i, i, i, -0.6, i, i, 2.3, -4.6
55: COc1cc(/C=N/N(C)C2=NS(=O)(=O)c3ccccc32)cc(OC)c1OC
 : i, i, i, i, i, i, -7.0, i, i, 5.6, -3.9
56: Cc1cc(N2CCOCC2)nc2ccc(NC(=O)CCC(=O)N3CCC(C)CC3)cc12
 : i, i, i, i, i, i, -11.9, i, i, 4.8, -7.8
57: Cc1cc(C(=O)Nc2ncn[nH]2)ccc1[N+](=O)[O-]
 : i, i, i, i, i, i, 0.2, i, i, -7.1, 3.7
58: CN(c1ccc(C(=O)NCC2CCCO2)cc1)S(C)(=O)=O (stereo not given)
 : i, i, i, i, i, i, -9.3, i, i, 5.1, -0.2
59: COc1cc(C(=O)Nc2sc(C(=O)N3CCOCC3)c(C)c2C#N)cc(OC)c1OC
 : i, i, i, i, i, i, -10.9, i, i, -0.6, 6.4
60: CSCCC1NC(=O)N(CC(=O)N2N=C(c3ccc(Cl)cc3)CC2c2ccco2)C1=O (stereo not given)
 : i, i, 25*, i, i, i, -4.9, i, i, 11.1, 4.0
61: COc1ccc2[nH]c3c(=O)n(CCN4CCOCC4)cnc3c2c1
 : i, i, i, i, i, i, 1.2, i, i, -5.7, -27.6
62: CC(=O)N1c2ccc(S(=O)(=O)NCC3CCC(C(=O)NCc4ccc(C)o4)CC3)cc2CC1C (stereo not given)
 : i, i, i, i, i, i, -7.0, i, i, -4.6, 3.0
